UBC9 SUMO inh: inhibitors of in vitro SUMOylation cascade, primary screen, biochemical, HTRF, uHTS | 0.36% of 290,000 active | HTRF SUMOylation assay, SAE1/SAE2 + UBC9 | SUMO-conjugating enzyme UBC9 (Homo sapiens), P63279 | inhibition, % at 35 µM; in the data active = inhibition above about 50%, passing the limit was not always enough; note: strong numbers were not always called active
Target sequence (P63279 whole entry, looked up): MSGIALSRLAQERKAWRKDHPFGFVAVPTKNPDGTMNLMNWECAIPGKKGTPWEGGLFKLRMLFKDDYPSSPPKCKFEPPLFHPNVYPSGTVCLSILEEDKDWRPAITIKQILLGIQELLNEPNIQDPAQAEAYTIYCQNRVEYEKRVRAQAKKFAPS
HCV NS3 hel inh: inhibitors of HCV NS3 helicase, primary screen, biochemical, Cy5 molecular beacon fluorescence | Hepatitis C virus NS3 helicase | NS3 helicase DNA unwinding | inhibition, % at 10.9 µM | 0.56% of 290,000 active | AID 1800, 2009;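 active = inhibition above the mean of all tested compounds plus 3 SD, set per campaign, cut at about 35% in these data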;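 note: 0% = DMSO wells and 100% = thioflavine S control wells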
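test system = hepatitis C virus NS3 helicase domain fragment enzyme | reagent = annealed dual-labelled DNA beacon duplex, ATP-started | times = 1 h at 25 °C | detection = Cy5 fluorescence, 0 and 60 min reads | read-out basis = percent inhibition from t60/t0 fluorescence ratio | control set = DMSO and thioflavine S | replication = one well per compound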
IMP-1 inh: IMP-1 metallo-beta-lactamase inhibitors, primary screen, biochemical, epi-absorbance readout, Pseudomonas aeruginosa enzyme; 0.45% of 290,000 active; purified IMP-1, nitrocefin hydrolysis, epi-absorbance fluorescence; inhibition, % at 5.6 µM; metallo-beta-lactamase IMP-1 (Pseudomonas aeruginosa); AID 1556, 2009;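 active = inhibition above the mean plus 3 SD of all compounds in the same screening run, cut at about 4.5% in these data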;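 note: 0% = IMP-1 with DMSO and 100% = DMSO wells lacking enzyme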
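System: purified IMP-1; amount: IMP-1 0.2 nM before substrate addition; compound: single dose, 5.6 µM; times: 25 °C, 15 min preincubation, 25 min reaction; signal: Epi-absorbance via hydrolysed-nitrocefin quenching of white-plate fluorescence, 480/530 nm, EDTA stop; benchmarks: DMSO with and without IMP-1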
GalR3 antag: GalR3 antagonists in HEK293 cells, primary screen, cell-based, fluorescence readout | HEK293 GalR3-CNG cAMP membrane potential fluorescence; galR3 body fused to GalR1 C-terminus | inhibition, % at 3 µM | AID 651719, 2012 | 0.44% of 360,000 active | Galanin receptor type 3 (Homo sapiens), O60755;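 active = inhibition above the screen-wide average plus 3 SD, cut at about 13% in these data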;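 note: forskolin and galanin both at EC90 stimulate the cells; cAMP rise reported by CNG channel membrane potential dye signal; 0% = forskolin plus galanin with DMSO and 100% = forskolin alone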
Target sequence (O60755 1-299 limits assumed): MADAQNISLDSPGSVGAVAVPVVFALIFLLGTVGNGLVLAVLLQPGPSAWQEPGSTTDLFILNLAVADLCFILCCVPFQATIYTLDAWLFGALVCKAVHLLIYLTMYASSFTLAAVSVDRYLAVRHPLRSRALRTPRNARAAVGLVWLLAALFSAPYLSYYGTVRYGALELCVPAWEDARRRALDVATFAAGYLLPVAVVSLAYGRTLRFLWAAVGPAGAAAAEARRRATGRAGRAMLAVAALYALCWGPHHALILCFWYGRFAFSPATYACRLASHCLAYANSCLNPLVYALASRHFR
pCIP destab: p/CIP-EGFP fusion destabilizers, primary screen, fluorescence, F442A cells. Q05BA5. 16 h. decrease of EGFP signal, % at 10 µM. 0.01% of 290,000 active;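 active = EGFP signal decrease of at least 30% at 10 µM or well 3 SD below plate mean, unless failing retest; inactive = the rest, including hits failing retest or dose response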; note: some compounds called inactive have numbers as strong as hits; many of its hits are not listed in these tables
VIM-2 inhibitor: VIM-2 metallo-beta-lactamase inhibitors, primary screen, biochemical, epi-absorbance readout, Pseudomonas aeruginosa enzyme. purified VIM-2, nitrocefin hydrolysis, epi-absorbance fluorescence. inhibition, % at 5.6 µM. 0.89% of 290,000 active;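 active = inhibition above the mean of all tested compounds plus 3 SD, cutoff set per screening run, cut at about 7.5% in these data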;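 note: red hydrolysis product quenches plate fluorescence so inhibitors raise well fluorescence; 0% = enzyme with DMSO and 100% = DMSO without enzyme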
IDE inh: human IDE inhibitors in live cells, primary screen, fluorescence polarization, HEK cells, FAbetaB substrate; Insulin-degrading enzyme (Homo sapiens), P14735; FAbetaB cleavage; inhibition, % at 5.59 µM; 0.41% of 320,000 active;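 active = percent inhibition above the average of all tested compounds plus 3 SD, set per screening campaign, cut at about 16% in these data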;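 note: IDE supplied by intact live HEK cells; FP after avidin binding of uncleaved biotin substrate so inhibition keeps polarization high; 0% = DMSO wells and 100% = 60 µM reference IDE inhibitor Ii1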
IDE act: human IDE activators in live cells, primary screen, fluorescence polarization, HEK cells, FAbeta-B substrate | activation, % at 5.96 µM | FAbeta-B cleavage; 0% vehicle, 100% cell-free pure enzyme wells | 0.073% of 340,000 active | Insulin-degrading enzyme (Homo sapiens), P14735 | AID 493087, 2011;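 active = activation above the mean of all tested compounds plus 3 SD, set per screening campaign, cut at about 17% in these data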
CRFR2-BP antag: antagonists of CRF-BP/CRF-R2 complex, primary screen, cell-based, HEK293, calcium dye fluorescence, uHTS | inhibition, % at 11.8 µM | CRF-induced calcium fluorescence | AID 588475, 2011 | 0.59% of 350,000 active;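 active = inhibition of the ligand-induced calcium signal above about 50% at the single tested concentration, limit read from the data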
* = called active by the depositor; nt = not tested or not shown.

SMILES	UBC9 SUMO inh	HCV NS3 hel inh	IMP-1 inh	GalR3 antag	pCIP destab	VIM-2 inhibitor	IDE inh	IDE act	CRFR2-BP antag
COc1cc(C)c(-c2nc(CN3C[C@@H]4C[C@@H](C3)c3cccc(=O)n3C4)c(C)o2)cc1C	-10	-2	-2.3	1	-14	-2.3	1	-1	21
COC(=O)C1=C(c2cccc(OCc3ccccc3)c2)C[C@@H]2CC[C@H]1N2C(=O)NCc1cccc(C(F)(F)F)c1	nt	nt	nt	-6	nt	nt	0	1	-1
CCCCN1C(=O)NC(=O)/C(=C/c2cnc(SC)nc2)C1=O	7	11	-2.1	0	-15	-0.6	4	4	2
Cc1cc(OCC(=O)N2CCN(CC(=O)N3CCOCC3)CC2)c(C(C)C)cc1Cl	nt	nt	nt	-5	nt	nt	-2	2	-1
O=C(COc1ccccc1)c1cn(Cc2ccccc2)c2ccccc12	-3	-15	-3.5	-3	-17	-2.8	3	4	11
O=P(C(Cl)Cl)(N1CCCCC1)N1CCCCC1	16	1	-3.8	-3	-7	-3.7	0	8	-17
O=c1[nH]c(=O)n(-c2ccc(Cl)cc2)c(O)c1C=Nc1ccc(S(=O)(=O)Nc2nccs2)cc1	13	12	-3.6	6	-42	-4.3	7	-5	5
O=C(COc1ccccc1)N1CCN(CC(O)COc2ccccc2)CC1 (configuration not stated)	14	-6	-0.4	-1	-13	-0.8	-1	3	15
Cc1cccn2c(=O)c3c(nc12)N1CCCCCC1C1(C3)C(=O)N(C)C(=O)N(C)C1=O (configuration not stated)	22	-7	-2.8	-4	-12	-4.1	3	nt	-18
COC(=O)C(Cc1ccc(N(CCCl)CCCl)cc1)N=Cc1ccccc1O (configuration not stated)	-8	2	-3.5	-8	-6	-1.5	6	0	67*
O=C(N/N=C/c1c(O)n(CCc2ccccc2)c(=O)[nH]c1=O)c1ccccc1O	27	-2	-5.4	77*	-14	-3.7	2	1	1
O=C1C2(Cl)C3(Cl)C4(Cl)C(Cl)(Cl)C5(Cl)C3(Cl)C1(Cl)C5(Cl)C24Cl (configuration not stated)	nt	nt	nt	-1	nt	nt	-9	-3	-8
NNC(=O)CN1C(=O)CN=C(c2ccccc2)c2cc(Br)ccc21	6	54*	-3.4	-2	-6	-2.4	4	-2	-1
CCOc1cc(C2C(C#N)=C(N)Oc3c2c(=O)oc2ccccc32)ccc1OC(=O)c1cccs1 (configuration not stated)	10	22	-2.5	8	1	-1.9	1	-3	16
O=P(N[C@@H](c1ccccc1)[C@@H]1C[C@H]1CO)(c1ccccc1)c1ccccc1	-6	-5	-3.6	-6	6	-2.1	-1	0	-4
O=C1C2CCCN2C(c2ccc(Cl)cc2)N1c1ccccn1 (configuration not stated)	4	4	-3.2	2	-17	-2.7	3	4	-4
CCN1CCN(S(=O)(=O)c2cnc(Cl)c(Br)c2)CC1	-22	-8	-3.2	-2	9	-0.1	-6	6	18
NC(N)=N/N=C/c1ccc(N(c2ccccc2)c2ccccc2)cc1	8	-51	-4.4	-10	-3	-1.7	-8	4	-46
C=CCOC(=O)C1=C(C)OC(N)=C(C#N)[C@@]12C(=O)N(CC(N)=O)c1ccccc12	18	10	-1.8	-3	-2	-0.9	-4	-1	-15
C/C(=N\N1CCCCCC1)c1c(O)n(-c2ccccc2)c(=O)[nH]c1=O	-24	0	-2.4	0	2	-3.9	4	0	2
O=C(C(=C1N(Cc2ccc(Cl)nc2)CCN1Cc1ccc(Cl)nc1)[N+](=O)[O-])C(Cl)Cl	-4	0	-4.2	-10	2	-2.1	3	-2	-91
CCC/C=N/O	nt	nt	nt	-4	nt	nt	-2	-1	-13
C[C@]12CCC3C(CCC4=C/C(=N/OCC(=O)NC(CCC(=O)O)C(=O)O)CC[C@@]43C)C1CCC2O (some centres not stated)	7	14	-0.5	-3	-9	-3.1	1	1	11
O=[N+]([O-])c1ccccc1CNCCc1c[nH]c2ccccc12	3	-6	-2.1	-10	13	0.2	5	6	-8
CCc1nc2ccc(Br)cc2c(=O)n1-c1ccccc1C(F)(F)F	nt	-10	-1.0	-3	nt	-0.1	2	1	-2
CN1CCCN(C(=O)COc2ccc(F)cc2F)CC1	9	4	-1.2	-4	9	-0.1	3	1	2
COc1ccc(OC)c2c1CCC1NCCOC21 (configuration not stated)	43	-1	-0.6	0	-8	-1.7	4	5	7
Cn1c(O)c(/C=N/N2CCOCC2)c(=O)[nH]c1=S	16	-2	0.3	nt	-7	1.6	1	nt	-6
COC(=O)N1C(c2ccccc2)C1c1ccccc1 (configuration not stated)	-5	-5	-3.4	-6	-27	-4.7	-3	nt	12
CCCC/C(C)=C/[C@@H](NP(=O)(c1ccccc1)c1ccccc1)c1ccccc1	14	-5	-2.9	-10	-11	-0.6	6	3	-9
COc1cc(N2CCOCC2)ccc1/C=C1\C(=O)NC(=O)N(Cc2ccc3c(c2)OCO3)C1=O	11	32	-1.9	-8	5	-0.2	7	3	-17
O=C1NC(=O)C(=Cc2ccc(OCC(=O)N3CCOCC3)cc2)C(=O)N1	26	-1	-1.9	8	-6	-1.8	0	-3	-15
Cc1ccc2c(c1)N(CCC(=O)N1CCC3(CC1)OCCO3)C(=O)C(C)O2 (configuration not stated)	18	-6	-2.2	-6	3	0.0	nt	6	16
CN(C)C(=O)Oc1ccc(NC(=O)N2CCOCC2)cc1	-4	3	-1.7	-5	2	-1.7	-1	4	-5
Oc1ccc(-[n+]2c(-c3ccccc3)cc(-c3ccccc3)cc2-c2ccccc2)cc1	nt	nt	nt	-2	nt	nt	-2	2	-70
Cc1nc2ccccc2c(=O)n1-c1ccc(Cl)cc1Cl	4	-2	-0.6	-4	-4	-2.4	-3	3	5

14 entries already listed, arranged by number of heavy atoms, low to high.
SMILES	UBC9 SUMO inh	HCV NS3 hel inh	IMP-1 inh	GalR3 antag	pCIP destab	VIM-2 inhibitor	IDE inh	IDE act	CRFR2-BP antag
CCC/C=N/O	nt	nt	nt	-4	nt	nt	-2	-1	-13
O=P(C(Cl)Cl)(N1CCCCC1)N1CCCCC1	16	1	-3.8	-3	-7	-3.7	0	8	-17
Cn1c(O)c(/C=N/N2CCOCC2)c(=O)[nH]c1=S	16	-2	0.3	nt	-7	1.6	1	nt	-6
Cc1nc2ccccc2c(=O)n1-c1ccc(Cl)cc1Cl	4	-2	-0.6	-4	-4	-2.4	-3	3	5
O=[N+]([O-])c1ccccc1CNCCc1c[nH]c2ccccc12	3	-6	-2.1	-10	13	0.2	5	6	-8
NC(N)=N/N=C/c1ccc(N(c2ccccc2)c2ccccc2)cc1	8	-51	-4.4	-10	-3	-1.7	-8	4	-46
Cc1ccc2c(c1)N(CCC(=O)N1CCC3(CC1)OCCO3)C(=O)C(C)O2 (configuration not stated)	18	-6	-2.2	-6	3	0.0	nt	6	16
COC(=O)C(Cc1ccc(N(CCCl)CCCl)cc1)N=Cc1ccccc1O (configuration not stated)	-8	2	-3.5	-8	-6	-1.5	6	0	67*
C=CCOC(=O)C1=C(C)OC(N)=C(C#N)[C@@]12C(=O)N(CC(N)=O)c1ccccc12	18	10	-1.8	-3	-2	-0.9	-4	-1	-15
O=C(C(=C1N(Cc2ccc(Cl)nc2)CCN1Cc1ccc(Cl)nc1)[N+](=O)[O-])C(Cl)Cl	-4	0	-4.2	-10	2	-2.1	3	-2	-91
Cc1cccn2c(=O)c3c(nc12)N1CCCCCC1C1(C3)C(=O)N(C)C(=O)N(C)C1=O (configuration not stated)	22	-7	-2.8	-4	-12	-4.1	3	nt	-18
O=c1[nH]c(=O)n(-c2ccc(Cl)cc2)c(O)c1C=Nc1ccc(S(=O)(=O)Nc2nccs2)cc1	13	12	-3.6	6	-42	-4.3	7	-5	5
COc1cc(N2CCOCC2)ccc1/C=C1\C(=O)NC(=O)N(Cc2ccc3c(c2)OCO3)C1=O	11	32	-1.9	-8	5	-0.2	7	3	-17
C[C@]12CCC3C(CCC4=C/C(=N/OCC(=O)NC(CCC(=O)O)C(=O)O)CC[C@@]43C)C1CCC2O (some centres not stated)	7	14	-0.5	-3	-9	-3.1	1	1	11

(more compounds)
SMILES	UBC9 SUMO inh	HCV NS3 hel inh	IMP-1 inh	GalR3 antag	pCIP destab	VIM-2 inhibitor	IDE inh	IDE act	CRFR2-BP antag
COC(=O)C1=C(c2cccc(C#N)c2)C[C@@H]2CC[C@H]1N2C(=O)NCCNC(C)=O	nt	nt	nt	-2	nt	nt	3	-2	2
O=c1[nH]c(=O)n(-c2cccc3ccccc23)c(O)c1C=NCCCn1ccnc1	9	-6	-0.2	0	-14	-5.0	3	-6	10
CCC(=NCCO)c1c(O)n(C2CCCCC2)c(=O)[nH]c1=O	-22	-6	-2.6	0	3	-2.2	3	-3	27
O=C(Nc1cccc(Cl)c1)c1c(O)c2c(n(Cc3ccccc3)c1=O)CCCC2	5	5	-0.1	nt	5	1.6	nt	nt	nt
CC(C)CCOC(=O)c1c(N)n(CC2CCCO2)c2nc3ccccc3nc12 (configuration not stated)	48	-6	-0.2	-5	2	-0.5	2	4	13
COC(=O)C1=C(c2cccc(OC)c2OC)C[C@@H]2CC[C@H]1N2C(=O)N1CCC(O)CC1	nt	nt	nt	-5	nt	nt	0	-1	3
CCCc1[nH]nc2c1C1(C(=O)N(CC(N)=O)c3ccccc31)C(C(=O)OC)=C(N)O2 (configuration not stated)	7	-10	-2.8	2	-3	-2.5	4	-5	8

Some of the compounds tested; rates above refer to the full screens.
